mIDH1 inhibitor: human IDH1 R132H inhibition. O75874. IDH1-R132H enzyme, NADPH consumption, diaphorase/resazurin fluorescence. Potency, µM (top dose mostly 76.6 µM), without a hit: top-dose activity change, negative = inhibition, usual class: inhibitors. 0.093% of 390,000 active. AID 602179; also: % is scaled to controls: 0 for no effect and ±100 for the full control effect; nearly all actives have a fitted effect of over 65% in size
Target sequence (O75874 whole entry R132H, stated change not applied): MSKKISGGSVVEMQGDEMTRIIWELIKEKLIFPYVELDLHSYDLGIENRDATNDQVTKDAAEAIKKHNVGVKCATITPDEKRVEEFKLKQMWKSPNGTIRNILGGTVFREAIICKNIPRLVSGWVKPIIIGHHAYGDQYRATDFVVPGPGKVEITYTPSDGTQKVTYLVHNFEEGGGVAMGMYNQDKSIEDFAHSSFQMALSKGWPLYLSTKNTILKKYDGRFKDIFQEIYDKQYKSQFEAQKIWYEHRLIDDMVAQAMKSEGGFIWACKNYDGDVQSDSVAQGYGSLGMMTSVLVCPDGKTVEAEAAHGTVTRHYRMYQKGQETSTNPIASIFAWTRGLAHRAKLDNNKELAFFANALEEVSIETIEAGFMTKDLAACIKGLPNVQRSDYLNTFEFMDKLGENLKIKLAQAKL
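IDH1-R132H (0.5 ug/mL dispensed) in pH 7.5 Tris buffer was preincubated 30 min with compound, then given a substrate mix of 0.016 mM NADPH and 2 mM alpha-KG for 80 min at room temperature; remaining NADPH was read by diaphorase/resazurin fluorescence.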
TrxR1 substrate: rat thioredoxin reductase 1 substrate activity; O89049; purified TrxR1 substrate turnover, NADPH consumption readout; Potency, µM (doses to about 114 µM), inactives show at the highest dose activity change, negative = substrate turnover; 0.01% of 390,000 active; AID 588456; also: % is scaled to controls: 0 for no effect and ±100 for the full control effect; nearly all actives have a fitted effect of over 50% in size
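Rat TrxR1, dispensed at 90 nM, was prereduced with 400 uM NADPH (final) for 5 min at ~22 deg C, then incubated with compound 15 min before 400 uM selenite. A first-read NADPH fluorescence drop versus no-compound background flagged substrates.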
rTrxR1 inhibitor: rat TrxR1 inhibition | O89049 | recombinant rTrxR1, NADPH fluorescence consumption, selenite substrate | Potency, µM (doses to about 114 µM), for inactives: top-dose activity change, negative = inhibition, usual class: inhibitors | 1% of 390,000 active; also: % is scaled to controls: 0 for no effect and ±100 for the full control effect; nearly all actives have a fitted effect of over 65% in size
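Rat TrxR1 (90 nM in the dispensed reagent) was pre-reduced with 400 uM NADPH for 5 min at room temperature, then incubated with compound for 15 min. After 400 uM selenite was added, NADPH fluorescence (Ex 340/Em 450 nm) was followed for 8 min.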
RGS4 inh: inhibitors of human regulator of G protein signaling 4; P49798; Transcreener GDP fluorescence polarization, RGS4-accelerated GTP hydrolysis; Potency, µM (series often up to 114 µM), inactives show top-dose activity change, negative = inhibition, most hits filed as inhibitors; 0.039% of 390,000 active; AID 504845; also: % is scaled to controls: 0 for no effect and ±100 for the full control effect; nearly all actives have a fitted effect of over 75% in size; some results filed as inactive show a strong effect at the top dose
Target sequence (P49798 whole entry, looked up): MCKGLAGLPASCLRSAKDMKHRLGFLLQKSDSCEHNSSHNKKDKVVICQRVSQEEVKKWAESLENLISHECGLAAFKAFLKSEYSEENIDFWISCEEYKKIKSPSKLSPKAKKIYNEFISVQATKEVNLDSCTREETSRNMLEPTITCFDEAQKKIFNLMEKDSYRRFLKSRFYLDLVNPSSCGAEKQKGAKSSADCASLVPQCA
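MLSMR compounds (23 nl, pin-transferred) preincubated 10 min at room temperature with a 500nM (2x) first reagent, then RGS4 at 900nM (2x) plus Transcreener GDP mix added; fluorescence polarization (620/688 nm) read before and after 90 min at 30 °C.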
RXFP1 ag: RXFP1 (human) receptor agonism | Q9HBX9 | HEK293T-RXFP1 cAMP TR-FRET, 30 min; response scale: percent of porcine relaxin response, buffer zero | Potency, µM (highest dose often 57.5 µM), for inactives: at the top dose activation, hits mostly activators | 0.3% of 370,000 active | AID 2676; also: % is scaled to controls: 0 for no effect and ±100 for the full control effect; nearly all actives have a fitted effect of over 60% in size; many of its hits are not listed in these tables
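HEK293T cells stably expressing RXFP1 were pretreated with the PDE4 inhibitor Ro 20174, exposed to compounds for 30 min at 37C, lysed, and cAMP was read by TR-FRET. Data normalized to buffer (basal) and 29 nM porcine relaxin (100%).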
USP1-UAF1 inh: inhibitors of human USP1/UAF1 deubiquitinase | Potency, µM (top dose mostly 57.1 µM), for the others: top-dose activity change, negative = inhibition, usual class: inhibitors | recombinant USP1/UAF1, Ub-Rhodamine cleavage fluorescence | O94782 | AID 743255 | 0.23% of 390,000 active; also: % is scaled to controls: 0 for no effect and ±100 for the full control effect; nearly all actives have a fitted effect of over 60% in size; inactives centre near -12
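USP1/UAF1 complex at 1 nM was preincubated with compound for 15 min at room temperature, then Ub-Rho substrate (150nM final) was added. Fluorescence (480/540 nm) was read kinetically, 6 reads every 60 seconds.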
Vif-APOBEC3G blk: Vif-A3G binding inhibition; HeLa A3G-eYFP + Vif (tagged APOBEC3G with the HIV-1 protein that degrades it), YFP fluorescence, overnight; 0.076% of 410,000 active; Q9HC16; Potency, µM (top dose mostly 46.1 µM), for the others: top-dose activity, negative = active, hits mostly inhibitors;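 also: % is scaled to controls: 0 for no effect and ±100 for the full control effect; nearly all actives have a fitted effect of over 60% in size; hits raise eYFP signal because A3G escapes Vif-driven loss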
Target sequence (Q9HC16 whole entry, looked up): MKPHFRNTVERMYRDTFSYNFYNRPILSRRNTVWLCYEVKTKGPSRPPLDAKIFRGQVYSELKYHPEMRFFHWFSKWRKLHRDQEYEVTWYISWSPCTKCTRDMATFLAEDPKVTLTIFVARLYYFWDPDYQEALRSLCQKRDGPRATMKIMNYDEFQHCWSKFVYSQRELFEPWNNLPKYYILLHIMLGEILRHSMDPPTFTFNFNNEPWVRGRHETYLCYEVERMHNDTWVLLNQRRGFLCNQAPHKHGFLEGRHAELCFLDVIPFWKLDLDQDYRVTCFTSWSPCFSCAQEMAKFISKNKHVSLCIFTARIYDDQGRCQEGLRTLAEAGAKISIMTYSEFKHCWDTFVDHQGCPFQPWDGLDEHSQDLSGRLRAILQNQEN
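Read-out is eYFP fluorescence (Ex 488/Em 500-530) from Vif-expressing HeLa A3G-eYFP cells; more signal means A3G escaped Vif-mediated degradation. Cells plated overnight, compound pinned in, incubated overnight at 37 deg C.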
12-LOX inh: inhibitors of human 12S-lipoxygenase ALOX12; P18054; Potency, µM (doses to about 108 µM), for the others: top-dose activity change, negative = inhibition, most hits filed as inhibitors; purified 12hLO, xylenol orange hydroperoxide absorbance; 1.1% of 580,000 active; also: % is scaled to controls: 0 for no effect and ±100 for the full control effect
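Hydroperoxide product was detected by ferrous iron/xylenol orange as the 573 to 405 nm absorbance ratio. Arachidonic acid at 40 uM (final) was turned over for 30 min at room temperature by 150 nM human 12hLO, pH 7.0 Hepes buffer, after 15 min compound preincubation.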
Vif-APOBEC3F blk: Vif-A3F binding inhibition; HeLa A3F-eYFP + Vif (tagged APOBEC3F with the HIV-1 protein that degrades it), YFP fluorescence increase; Potency, µM (series often up to 46.1 µM), inactives show top-dose activity, negative = active; 0.2% of 390,000 active; AID 602313; also: % of control where 0% means no effect; nearly all actives have a fitted effect of over 65% in size
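HeLa cells stably expressing Vif plus C-terminally eYFP-tagged A3F were seeded, incubated overnight at 37 deg C, dosed with compound, incubated overnight again at 37 deg C. Yellow fluorescence (Ex 488/Em 500-530) reported blocked Vif-mediated A3F-eYFP degradation.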
* hit, by the source's call; ? = inconclusive; · = no result given; [ ] = another dose, or the depositor's remark. Calls follow the shape of the dose curve; as a rule, active = well fitted curve in the direction sought with a large enough effect; inconclusive = small, poorly fitted or top-dose-only effect, or another doubt; inactive = no such curve, though single readings can be large; an effect the other way counts as inactive or inconclusive. Potency is read from the fitted curve at half-maximal effect.

Every second line gives: Vif-APOBEC3G blk	rTrxR1 inhibitor	TrxR1 substrate	RXFP1 ag	mIDH1 inhibitor	RGS4 inh	USP1-UAF1 inh	Vif-APOBEC3F blk	12-LOX inh
> O=C1CC(SC(=NCc2ccc3c(c2)OCO3)Nc2ccccc2)C(=O)N1 (stereo not given)
→ -6%	-8%	-10%	2.2%	4%	-17%	-14%	-5%	291%[activator]
> C[C@]12c3[nH]c4ccccc4c3CCN1C(=O)C(CC(=O)NCCc1ccccn1)C[C@@H]2C(=O)N1CCCCC1 (stereo not given in full)
→ 2%	-8%	-1%	·	10%	-11%	-30%	7%	14%
> Cn1cc(S(=O)(=O)N2CCc3ccccc32)cc1C(=O)Nc1ccc(Cl)cc1
→ 0%	-6%[57.1 µM]	-6%[57.1 µM]	-0.7%	-11%	8%	-5%	-21%	38%
> COc1ccc(CNC(=O)CSc2nnc(-c3cccnc3)n2N)cc1
→ -1%	23%[57.1 µM]	5%[57.1 µM]	0.9%	2%	-11%	-14%	4%	12%
> CC(C)(C)c1ccc(/C=C2\CCn3c2nc2cc(C(=O)O)ccc2c3=O)cc1
→ 0%	3%	-2%	-2.9%	3%	7%	3%	1%	·
> Cc1nonc1NC(=O)CSc1nc(C23CC4CC(CC(C4)C2)C3)nc2ccccc12
→ -8%	20%	1%	-1.9%	-2%	-12%	-23%	-13%	9%
> CC(=O)Nc1nc(S(=O)(=O)c2ccc(C)cc2)c(Cl)s1
→ -4%	12%[57.1 µM]	-2%[57.1 µM]	1.4%	3%	-22%	-17%	4%	-17%
> COc1ccc(-c2oc3cc(OC)c(O)c(OC)c3c(=O)c2OC)cc1O
→ -27%	9%	1%	-2.2%	-22%	-26%	-17%	-22%	?
> COc1cccc(C2=N/C(=C\N(C)C)C(=O)O2)c1
→ 0%	5%[57.1 µM]	0%[57.1 µM]	0.2%	3%	-34%[11.4 µM]	-19%	3%	13%
> Cc1ccc(OCCC(=O)OCC(=O)c2c(N)n(CC(C)C)c(=O)n(C)c2=O)cc1
→ -5%	11%	-9%	0.9%	-13%	4%	-22%	-8%	78%[activator]
> COc1ccc(CNC(=O)C(C)N=C2NS(=O)(=O)c3ccccc32)cc1OC (stereo not given)
→ -7%	8%	-2%	2.8%	1%	8%	-4%	-7%	4%
> Cc1[nH]n2c(=O)c3c(nc2c1-c1ccc(Cl)cc1)CCC3
→ -7%	-6%	-3%	-1.3%	-1%	-10%	-4%	-1%	·
> Cc1ccc(OCC(=O)N/N=C\c2ccc(O)c([N+](=O)[O-])c2)c([N+](=O)[O-])c1
→ -2%	4%[57.1 µM]	-8%[57.1 µM]	6.0%	17%	-8%	1%	-4%	-8%
> Cc1cccc(S(=O)(=O)N2CCC(CO)(Cc3ccccc3)CC2)c1
→ -2%	6%[57.1 µM]	2%[57.1 µM]	-2.7%	21%	1%	4%	13%	-4%
> COc1cc(C(=O)Nc2nnc(S(=O)(=O)N(C)c3ccccc3)s2)cc(OC)c1OC
→ -4%	29%	6%	-0.4%	11%	-2%	1%	0%	?
> CC(=O)N1c2ccc(S(=O)(=O)NCCc3ccc(Cl)cc3)cc2CC1C (stereo not given)
→ 0%	8%	-6%	3.0%	1%	5%	-14%	13%	-13%
> COc1c2ccoc2c(OCC=C(C)C)c2oc(=O)ccc12
→ -18%	12%[57.1 µM]	-5%	0.6%	19%	-7%	?	0%	-6%
> Cc1ccc(NC(=O)C(C)Sc2nc(=O)cc(N)n2-c2cccc(C)c2)cc1 (stereo not given)
→ -5%	5%	3%	3.7%	-24%	23%	-15%	-4%	-7%
> O=C(Nc1ccc2c(c1)C(=O)NC2=O)c1ccc2ncsc2c1
→ -7%	6%	6%	?	-7%	-8%	-27%	9%	-10%
> O=C(CSc1nnc(Cc2ccccc2)n1-c1ccc(F)cc1)N1CCOCC1
→ 3%	11%	1%[57.1 µM]	1.2%	1%	-4%	-9%	7%	17%
> Nc1c(C(=O)NCCN2CCOCC2)c2nc3ccccc3nc2n1CCc1ccccc1F
→ 3%	35%[activator]	183%[activator]	4.0%	2%	-20%	-13%	-10%	-16%
> Cc1cc(C)c2c(C)c(C(=O)NCc3ccncc3)oc2c1
→ 2%	4%	11%	2.5%	0%	0%	-20%	7%	-10%
> O=C(C(=O)N1CCN(c2ccccc2F)CC1)c1cn(CC(=O)N2CCOCC2)c2ccccc12
→ -5%	6%	-5%	0.1%	-3%	-3%[11.4 µM]	-17%	-9%	-1%
> C[C@H]1CN([C@@H](C)CO)C(=O)CCCn2cc(nn2)CO[C@@H]1CN(C)C(=O)Nc1ccc2c(c1)OCCO2
→ 2%	·	·	·	-9%	·	1%	0%	1%
> COC(=O)c1cc(=O)n(Cc2ccc(OC)c(OC)c2)c(=Nc2ccc(F)cc2)s1
→ 1%	7%[57.1 µM]	2%[57.1 µM]	0.0%	-3%	-8%	-11%	-8%	0%
> COc1ccccc1CNC(=S)Nc1ccc(S(N)(=O)=O)cc1
→ 0%	-15%	1%	3.5%	4%	-26%[56.9 µM]	-20%	-4%	·
> CCOC(=O)Nc1ccccc1N1C(=O)c2ccccc2C1=O
→ -1%	21%	6%	2.6%	0%	17%	-4%	·	0%
> CS(=O)(=O)N1N=C(c2ccco2)CC1c1ccccc1 (stereo not given)
→ 0%	?	-2%	4.4%	4%	0%	-15%	7%	-11%
> Cc1ccc(N(CCC#N)C(=O)CSc2nc3ccccc3c(=O)[nH]2)cc1
→ -4%	17%	4%	4.1%	10%	-19%	-10%	-4%	5%
> CCOc1ccc(NC(=O)C2CCCN(C)C2)cc1 (stereo not given)
→ -7%	10%	3%	0.7%	-3%	-12%	-15%	-24%	-26%
> O=C(COC(=O)/C=C/c1cccc(Cl)c1)NCCc1ccc(Cl)cc1Cl
→ 0%	6%[57.1 µM]	5%[57.1 µM]	-0.3%	5%	18%	-36%	-9%	-14%
> CCOc1ccc(NC(=O)C(C)Sc2nc3ncccc3o2)cc1 (stereo not given)
→ 2%	9%[57.1 µM]	0%[57.1 µM]	-2.0%	3%	-8%	-15%	-3%	5%
> CCN(C(=O)Cn1cnc2sc(C)c(S(=O)(=O)N3CCN(c4ncccn4)CC3)c2c1=O)c1ccccc1F
→ -2%	18%	7%	1.4%	6%	-5%	-30%	2%	-15%
> CCC1CCCCN1S(=O)(=O)c1ccc(NC(=O)C2CCCO2)cc1 (stereo not given)
→ 0%	1%	-4%	-0.2%	6%	3%	1%	-3%	10%
> COc1cccc(NC(=O)/C=C/c2ccc(S(=O)(=O)N3CCOCC3)cc2)c1
→ 0%	-16%	-12%	-1.5%	-8%	-2%	-1%	-2%	-3%
> CCOC(=O)C1CC2CC(C1)CN(C(=O)C1CCCCC1)C2 (stereo not given)
→ -1%	25%	5%	-0.2%	5%	4%	-20%	-2%	274%[activator]
> Cc1ccccc1NC(=O)C1CCCN(C(=O)NCc2ccccc2)C1 (stereo not given)
→ 0%	25%	7%	-0.2%	7%	-11%	-21%	0%	17%

Three of the entries above in order of their number in RGS4 inh, largest number first.
smiles,RGS4 inh
Cc1cc(C)c2c(C)c(C(=O)NCc3ccncc3)oc2c1,0%
CCN(C(=O)Cn1cnc2sc(C)c(S(=O)(=O)N3CCN(c4ncccn4)CC3)c2c1=O)c1ccccc1F,-5%
COc1ccc(CNC(=O)CSc2nnc(-c3cccnc3)n2N)cc1,-11%

Looked up by structure from above:
Every second line gives: Vif-APOBEC3G blk	rTrxR1 inhibitor	TrxR1 substrate	RXFP1 ag	mIDH1 inhibitor	RGS4 inh	USP1-UAF1 inh	Vif-APOBEC3F blk	12-LOX inh
> COc1cccc(NC(=O)/C=C/c2ccc(S(=O)(=O)N3CCOCC3)cc2)c1
→ 0%	-16%	-12%	-1.5%	-8%	-2%	-1%	-2%	-3%
> CCOc1ccc(NC(=O)C(C)Sc2nc3ncccc3o2)cc1 (stereo not given)
→ 2%	9%[57.1 µM]	0%[57.1 µM]	-2.0%	3%	-8%	-15%	-3%	5%
> O=C(COC(=O)/C=C/c1cccc(Cl)c1)NCCc1ccc(Cl)cc1Cl
→ 0%	6%[57.1 µM]	5%[57.1 µM]	-0.3%	5%	18%	-36%	-9%	-14%
> CCOC(=O)C1CC2CC(C1)CN(C(=O)C1CCCCC1)C2 (stereo not given)
→ -1%	25%	5%	-0.2%	5%	4%	-20%	-2%	274%[activator]
> CCC1CCCCN1S(=O)(=O)c1ccc(NC(=O)C2CCCO2)cc1 (stereo not given)
→ 0%	1%	-4%	-0.2%	6%	3%	1%	-3%	10%

High-throughput results from PubChem.

Only part of the results is shown, so the mix of outcomes need not match the whole.
